BAZ2B inh: qHTS Assay for Inhibitors of BAZ2B. actives 4.4% (n = 360,000). Potency, µM (series often up to 114 µM), for the others: top-dose activity change, negative = inhibition, actives largely listed as inhibitors. AlphaScreen BAZ2B-H3K14Ac peptide displacement; further: potency means the concentration at half of the fitted maximal effect; on the % scale 0 is the no-effect control and ±100 the full control effect; nearly all actives have a fitted effect of over 60% in size
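Multi-concentration screen (max 110 uM) measuring displacement of acetylated histone H3 peptide from BAZ2B by AlphaScreen, using 50 nM protein, 50 nM peptide and 10 ug/mL streptavidin donor plus Ni-chelate acceptor beads.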
JMJD2A Tudor: qHTS Assay for Inhibitors of JMJD2A-Tudor Domain; Lysine-specific demethylase 4A (Homo sapiens), O75164; AlphaScreen JMJD2A-Tudor / H3K4me3 peptide binding; Potency, µM (titrated, usually from 114 µM), without a hit: at the top dose activity change, negative = inhibition, usual class: inhibitors; actives 4.4% (n = 390,000); AID 504339, 2011; further: potency means the concentration at half of the fitted maximal effect; on the % scale 0 is the no-effect control and ±100 the full control effect; nearly all actives have a fitted effect of over 50% in size
Pin1 inh: qHTS Assay to Find Inhibitors of Pin1; Pin1 FP peptide displacement, HiFluor488, 10 min; actives 0.009% (n = 390,000); AID 504891, 2011; Peptidyl-prolyl cis-trans isomerase NIMA-interacting 1 (Homo sapiens), Q13526; Potency, µM (titrated, usually from 115 µM), inactives show top-dose activity, negative = inhibition, usual class: inhibitors; active means well fitted inhibition curve with a large enough effect in the polarisation, with a control signal flat, not every such curve was filed as active; inconclusive means small, poorly fitted or top-dose-only effect, or effect the other way, or a change in a side signal; inactive means no such curve, though single readings can be large or run the other way; the % refers to the polarisation; further: potency means the concentration at half of the fitted maximal effect; on the % scale 0 is the no-effect control and ±100 the full control effect
Target sequence (Q13526 whole entry, looked up): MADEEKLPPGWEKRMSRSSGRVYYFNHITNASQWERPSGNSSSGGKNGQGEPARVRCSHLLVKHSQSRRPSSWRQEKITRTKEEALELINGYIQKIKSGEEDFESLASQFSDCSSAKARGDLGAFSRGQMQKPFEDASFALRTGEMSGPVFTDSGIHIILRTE
HP1b chromo inh: HTS for Inhibitors of HP1-beta Chromodomain Interactions with Methylated Histone Tails. actives 0.56% (n = 390,000). Potency, µM (highest dose often 114 µM), without a hit: at the highest dose activity change, negative = inhibition, hits mostly inhibitors. AlphaScreen HP1-beta / biotin-H3K9me3 peptide binding. Chromobox protein homolog 1 (Homo sapiens), P83916; further: potency means the concentration at half of the fitted maximal effect; nearly all actives have a fitted effect of over 70% in size; inactives centre near 23
Target sequence (P83916 whole entry, looked up): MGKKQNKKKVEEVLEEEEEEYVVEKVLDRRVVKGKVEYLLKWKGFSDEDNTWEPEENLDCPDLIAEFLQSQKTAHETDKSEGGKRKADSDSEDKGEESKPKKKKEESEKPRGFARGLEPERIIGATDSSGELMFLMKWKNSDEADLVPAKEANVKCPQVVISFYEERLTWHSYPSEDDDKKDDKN
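Compound inhibition of the preformed complex between 50 nM HP1-beta and 50 nM biotinylated H3K9me3 peptide was read by AlphaScreen. Buffer was PBS pH 7.4 with 0.01% Tween-20. Incubations ran 30 min at room temperature, with 10 ug/mL donor/acceptor beads.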
Tb PGK inh: qHTS Assay to Find Inhibitors of Phosphoglycerate Kinase | Phosphoglycerate kinase, glycosomal (Trypanosoma brucei brucei), P07378 | PGK/GAPDH coupled, Kinase-Glo luminescence, 60 min | Potency, µM (series often up to 57.5 µM), without a hit: at the top dose activity change, negative = inhibition, actives largely listed as inhibitors | actives 0.043% (n = 380,000); further: potency means the concentration at half of the fitted maximal effect; on the % scale 0 is the no-effect control and ±100 the full control effect; nearly all actives have a fitted effect of over 60% in size
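Recombinant glycosomal PGK reaction used 1,3-bisphosphoglycerate generated in-well by GAPDH (100nM final) in 100mM TEA pH 7.6, 5mM MgCl2, 0.01% Tween-20. After 60 minutes at room temperature, ATP was read by Kinase-Glo Plus luminescence end-point.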
ERG Ets-DNA blk: qHTS for Small Molecule Inhibitors of the ERG Ets/DNA interaction; Potency, µM (doses to about 76.9 µM), for inactives: top-dose FP activity, negative = inhibition, usual class: inhibitors; AID 624246, 2012; Transcriptional regulator ERG (Homo sapiens), P11308; actives 0.028% (n = 370,000); fluorescence polarization, His-ERG Ets domain / labelled DNA; active means well fitted inhibition curve with a large enough effect in the polarisation, with a control signal flat; inconclusive means small, poorly fitted or top-dose-only effect, or effect the other way, or a change in a side signal; inactive means no such curve, though single readings can be large or run the other way; the % refers to the polarisation;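 further: polarization taken with two DNA probes labelled with fluorescein and Texas red; potency means the concentration at half of the fitted maximal effect; % of control where 0% means no effect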
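His-tagged ERG Ets domain (1 uM in the protein solution; 300mM KCl, 50mM Tris-HCl, 1mM EDTA, 1mM DTT, pH 7.5) received compound, then a probe mix of 5 nM fluorescein-DNA and 100nM Texas-615-DNA. Fluorescence polarization was read for both dyes.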
PI4K2A inh: qHTS for small molecular inhibitors of PI4K2A | purified PI4K2A, ADP-Glo luminescence, 1 h; hits give low values | activity change, negative = inhibition, % at 76.9 µM | actives 0.13% (n = 420,000) | Phosphatidylinositol 4-kinase type 2-alpha (Homo sapiens), Q9BTU6 | AID 1346378, 2018; in the data active means activity change below about -50%; inconclusive means mostly about -30% to -49%;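 further: -100% = wells without enzyme as full effect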
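ADP-Glo luminescence measured ADP generated by PI4K2A enzyme (4 ug/mL before mixing) with 1.2 mM PI substrate (pre-mix) and 300 microM ATP (pre-mix). Tris pH7.5 buffer with MgCl2, Triton X-100; 1 h reaction at ambient temperature.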
G9a inh: qHTS Assay for Inhibitors of Histone Lysine Methyltransferase G9a. Histone-lysine N-methyltransferase EHMT2 (Homo sapiens), Q96KQ7. G9a H3K9 monomethylation, AlphaScreen, 2 h. Potency, µM (series often up to 102 µM), inactives show top-dose activity, negative = inhibition, most hits filed as inhibitors. actives 8.8% (n = 350,000); further: potency means the concentration at half of the fitted maximal effect; on the % scale 0 is the no-effect control and ±100 the full control effect; nearly all actives have a fitted effect of over 75% in size
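AlphaScreen read-out: biotin-H3K9 peptide (500 nM) methylation by 20 nM enzyme with 20 uM SAM, 2 h at room temperature after 15 min compound preincubation; anti-monomethyl H3K9 antibody plus donor/acceptor beads, 10 min dark.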
GLS inh: qHTS for Inhibitors of Glutaminase (GLS); Glutaminase kidney isoform, mitochondrial (Homo sapiens), O94925; AID 624170, 2012; GLS enzymatic activity, qHTS titration; Potency, µM (titrated, usually from 45.5 µM), for the others: at the top dose activity change, negative = inhibition, usual class: inhibitors; actives 0.21% (n = 410,000); further: potency means the concentration at half of the fitted maximal effect; on the % scale 0 is the no-effect control and ±100 the full control effect
Target sequence (O94925 whole entry, looked up, canonical isoform): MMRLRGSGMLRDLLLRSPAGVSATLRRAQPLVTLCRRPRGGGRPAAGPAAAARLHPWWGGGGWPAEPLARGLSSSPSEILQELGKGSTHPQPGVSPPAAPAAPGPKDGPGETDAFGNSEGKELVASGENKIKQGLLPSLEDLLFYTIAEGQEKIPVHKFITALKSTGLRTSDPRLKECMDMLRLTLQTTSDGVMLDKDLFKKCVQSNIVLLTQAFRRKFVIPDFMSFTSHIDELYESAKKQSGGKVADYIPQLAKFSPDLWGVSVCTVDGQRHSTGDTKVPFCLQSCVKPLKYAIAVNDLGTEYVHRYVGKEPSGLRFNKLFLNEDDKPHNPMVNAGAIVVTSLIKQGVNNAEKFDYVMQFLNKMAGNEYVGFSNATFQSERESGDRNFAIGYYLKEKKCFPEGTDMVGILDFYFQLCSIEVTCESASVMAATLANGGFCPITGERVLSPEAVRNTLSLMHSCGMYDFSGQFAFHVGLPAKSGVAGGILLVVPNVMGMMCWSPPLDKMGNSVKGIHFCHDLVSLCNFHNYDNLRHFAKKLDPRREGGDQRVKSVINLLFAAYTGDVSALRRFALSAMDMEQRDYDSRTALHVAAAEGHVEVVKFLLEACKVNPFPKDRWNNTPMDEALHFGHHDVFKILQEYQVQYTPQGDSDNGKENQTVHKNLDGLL
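Compounds were pin-transferred onto hKGA, after which L-glutamine (1 mM solution) and a detection mix of glutamate oxidase, HRP and Amplex Red were added. Initial and 30 min RT fluorescence reads were collected.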
* marks the source's active call; other numbers are inactive results; [ ] = remark or other dose. Unless noted, the call rests on the fitted dose curve; in most records, active means well fitted curve in the direction sought with a large enough effect; inconclusive means small, poorly fitted or top-dose-only effect, or another doubt; inactive means no such curve, though single readings can be large; an effect the other way counts as inactive or inconclusive. The order is random. About 11% of those tested had a hit in this group.

For CN1CCN(CCP(=O)(c2ccccc2)c2ccccc2)CC1 the results were BAZ2B inh -2%, JMJD2A Tudor -9%, Pin1 inh -6%, HP1b chromo inh 41%[activator], Tb PGK inh -8%, ERG Ets-DNA blk 3%, PI4K2A inh 2, G9a inh -30% and GLS inh 10%.
`CCn1cc(C(=O)NC2CCCCC2)c(=O)c2cc(S(=O)(=O)N(C)C)ccc21` gave BAZ2B inh -6%, JMJD2A Tudor 6%, Pin1 inh 9%, HP1b chromo inh 61%[activator], Tb PGK inh -3%, ERG Ets-DNA blk 8%, PI4K2A inh -2, G9a inh 18%[59 µM] and GLS inh -2%.
Screening COc1cccc(CSc2nc3ccccc3[nH]2)c1 returned BAZ2B inh -1%, JMJD2A Tudor 8%, Pin1 inh 10%, HP1b chromo inh 46%[activator], Tb PGK inh 8%, ERG Ets-DNA blk 5%, PI4K2A inh -1, G9a inh -11% and GLS inh -2%.
For O=C(CCc1ccccc1)N(Cc1cccnc1)c1nc2ccc(F)cc2s1 the results were BAZ2B inh -1%, JMJD2A Tudor 3%, Pin1 inh 48%[activator], HP1b chromo inh 82%[activator], Tb PGK inh 4%, ERG Ets-DNA blk -6%, PI4K2A inh 3, G9a inh 4%[59 µM] and GLS inh 2%.
Cc1ccc(C(=O)NC(Cc2cccc(F)c2)C(=O)O)cc1 (stereo unspecified) was read as JMJD2A Tudor -19%, Pin1 inh -19%, HP1b chromo inh 21%, Tb PGK inh 0%, ERG Ets-DNA blk -2%, PI4K2A inh 6 and GLS inh 2%.
O=C(Nc1ccon1)c1cccc(S(=O)(=O)N2CCCC2)c1 was read as BAZ2B inh 8%, JMJD2A Tudor -9%, Pin1 inh 11%, HP1b chromo inh 11%, Tb PGK inh 1%, ERG Ets-DNA blk -7%, PI4K2A inh 4, G9a inh -5%[12.7 µM] and GLS inh 0%.
Screening CC(C#N)(NC(=O)CN1CCN(S(=O)(=O)c2ccccc2Cl)CC1)C1CC1 (stereo unspecified) returned BAZ2B inh 9%, JMJD2A Tudor 11%, Pin1 inh 2%, HP1b chromo inh 15%, Tb PGK inh -6%, ERG Ets-DNA blk -17%, PI4K2A inh 6, G9a inh 25%[2.33 µM] and GLS inh 2%.
CCOc1ccc(NC(=O)CSc2nc3cccnc3n2CCOC)cc1 was read as BAZ2B inh 23%, JMJD2A Tudor -4%, Pin1 inh -4%, HP1b chromo inh 54%[activator], Tb PGK inh -6%, ERG Ets-DNA blk -4%, PI4K2A inh 0, G9a inh -13%[12.7 µM] and GLS inh 7%.
Screening CCOC(=O)N1CCC(NC(=O)C2CCN(C(=O)N3CCOc4ccccc43)CC2)CC1 returned BAZ2B inh 30%[activator], JMJD2A Tudor 100µM*, Pin1 inh -3%, HP1b chromo inh 3%, Tb PGK inh -1%, ERG Ets-DNA blk -2%, PI4K2A inh 0, G9a inh 0%[12.7 µM] and GLS inh 9%.
Cc1ccc(NC2=NCCCCC2)cc1C was read as BAZ2B inh -1%, JMJD2A Tudor -23%, Pin1 inh -6%, HP1b chromo inh 21%, Tb PGK inh 8%, ERG Ets-DNA blk -4%, PI4K2A inh -5, G9a inh -30% and GLS inh -4%.
For N#Cc1ccc(CN2C=NS(=O)(=O)c3ccccc32)cc1 the results were BAZ2B inh -1%, JMJD2A Tudor -12%, Pin1 inh -5%, HP1b chromo inh 22%, Tb PGK inh 6%, ERG Ets-DNA blk 2%, PI4K2A inh 4, G9a inh 8% and GLS inh -7%.
`CCCCOP(=O)(c1ccc(N(C)C)cc1)C(O)c1cc(OC)ccc1OC` (stereo unspecified) gave BAZ2B inh -3%, JMJD2A Tudor -18%, Pin1 inh -5%, HP1b chromo inh 10%, Tb PGK inh -10%, ERG Ets-DNA blk 2%, PI4K2A inh 3, G9a inh 18% and GLS inh -5%.
`Cc1ccc(S(=O)(=O)c2nc(-c3ccccc3)oc2N2CCN(c3ccccc3)CC2)cc1` gave BAZ2B inh -20%, JMJD2A Tudor -28%, Pin1 inh -2%, HP1b chromo inh -13%, Tb PGK inh -3%, ERG Ets-DNA blk 3%, PI4K2A inh -3, G9a inh -32%[59 µM] and GLS inh -5%.
`CCCC1(c2ccccc2)NC(=O)N(CC(=O)Nc2cc(C)on2)C1=O` (stereo unspecified) gave BAZ2B inh -16%, JMJD2A Tudor -4%, Pin1 inh 2%, HP1b chromo inh 37%, Tb PGK inh -7%, ERG Ets-DNA blk -15%, PI4K2A inh 1, G9a inh 1% and GLS inh -7%.
COC(=O)c1cn(CC(=O)Nc2ccc(F)cc2)c2ccccc12 was read as BAZ2B inh -15%, JMJD2A Tudor -14%, Pin1 inh -2%, HP1b chromo inh 12%, Tb PGK inh -15%, ERG Ets-DNA blk 4%, PI4K2A inh -11, G9a inh -5% and GLS inh 3%.
Screening CCC(C(=O)N1CCN(C(=O)c2ccco2)CC1)n1sc2ccccc2c1=O (stereo unspecified) returned BAZ2B inh -24%, JMJD2A Tudor -3%, Pin1 inh -2%, HP1b chromo inh 48%[activator], Tb PGK inh 2%, ERG Ets-DNA blk -1%, PI4K2A inh 10, G9a inh -7% and GLS inh -2%.
COc1ccc(-c2nn3c(=O)cc(CN4CCN(C(=O)c5ccc(C(C)(C)C)cc5)CC4)nc3s2)cc1 was read as BAZ2B inh 4%, JMJD2A Tudor -15%, Pin1 inh -2%, HP1b chromo inh 13%[57 µM], Tb PGK inh -10%, ERG Ets-DNA blk 0%, PI4K2A inh 4, G9a inh 29%[59 µM] and GLS inh -5%.
For CCn1cc(S(=O)(=O)c2ccccc2)c(=O)c2cc(F)c(N3CCN(c4ccccc4)CC3)cc21 the results were BAZ2B inh -9%, JMJD2A Tudor -29%, Pin1 inh 5%, HP1b chromo inh 35%, Tb PGK inh inactive, ERG Ets-DNA blk 4%, PI4K2A inh -8, G9a inh -23%[59 µM] and GLS inh 14%.
CNc1cc(C)nc(N2CCOCC2)n1 was read as BAZ2B inh -2%, JMJD2A Tudor -17%, Pin1 inh 9%, HP1b chromo inh 28%, Tb PGK inh -7%, ERG Ets-DNA blk -7%, PI4K2A inh -4, G9a inh 12% and GLS inh -2%.
COc1cc(Cl)ccc1OCc1cc(C(=O)N2CC[C@@H]3CCCC[C@H]3C2)no1 was read as BAZ2B inh -14%, JMJD2A Tudor 15%, Pin1 inh 7%, HP1b chromo inh 56%[activator], Tb PGK inh 1%, ERG Ets-DNA blk -7%, PI4K2A inh -20, G9a inh inconclusive and GLS inh -9%.
Cn1cccc1CC(=O)NNC(=S)Nc1ccc(Cl)cc1Cl was read as BAZ2B inh inconclusive, JMJD2A Tudor -13%, Pin1 inh 1%, HP1b chromo inh 19%, Tb PGK inh inactive, ERG Ets-DNA blk -4%, PI4K2A inh -3, G9a inh 45µM* and GLS inh 1%.
`C=CC(=O)N1c2ccccc2Sc2ccc(NC(=O)OCC)cc21` gave JMJD2A Tudor -5%, Pin1 inh 9%, HP1b chromo inh 3%, Tb PGK inh -9%, ERG Ets-DNA blk -2%, PI4K2A inh 3 and GLS inh 13%.
CN(Cc1ccc(F)cc1)C(=O)c1ccc(NS(=O)(=O)c2ccccc2)cc1 was read as BAZ2B inh -9%, JMJD2A Tudor -11%, Pin1 inh -5%, HP1b chromo inh 57%[activator], Tb PGK inh -1%, ERG Ets-DNA blk 2%, PI4K2A inh -1, G9a inh -30% and GLS inh -6%.
Cc1ccc(S(=O)(=O)CCC(=O)Nc2ccccc2N2CCCC2)cc1 was read as BAZ2B inh -2%, JMJD2A Tudor -24%, Pin1 inh 4%, HP1b chromo inh 20%, Tb PGK inh 5%, ERG Ets-DNA blk -4%, PI4K2A inh 0, G9a inh 26%[12.7 µM] and GLS inh 24%.
For O=c1oc2cc(O)c(Cl)cc2c2ccccc12 the results were BAZ2B inh -7%, JMJD2A Tudor -14%, Pin1 inh 4%, HP1b chromo inh 21%, Tb PGK inh -2%, ERG Ets-DNA blk -4%, PI4K2A inh 1, G9a inh 29%[59 µM] and GLS inh 17%.
For Cc1ccc2c(c1)N(CC(=O)NCC1CCCO1)C(=O)C(C)O2 (stereo unspecified) the results were BAZ2B inh -4%, JMJD2A Tudor -4%, Pin1 inh 3%, HP1b chromo inh 38%[activator], Tb PGK inh -5%, ERG Ets-DNA blk -2%, PI4K2A inh -1, G9a inh 13%[59 µM] and GLS inh 0%.
Screening O=C(c1cccc(F)c1)N1CCN(C(=O)C(c2ccccc2)c2ccccc2)CC1 returned BAZ2B inh -5%, JMJD2A Tudor -22%, Pin1 inh -6%, HP1b chromo inh 37%, Tb PGK inh -6%, ERG Ets-DNA blk -6%, PI4K2A inh -6, G9a inh 12%[59 µM] and GLS inh 1%.
